# Bioassay records from PubChem BioAssay.
# HIF-2a block = HIF-2a inhibition; 786-0 RCC cells HIF-2a reporter, luciferase luminescence, overnight; inhibition, % at 18.8 µM; actives 0.72% (n = 360,000); AID 624352;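 active = inhibition of the luminescence signal of 40% or more relative to plate controls, in a single-dose primary screen at 18.75 µM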
# NR2E3 ag-1 = human photoreceptor-specific nuclear receptor agonism. Q9Y5X4. CHO-S Gal4-NCOR/VP16-NR2E3 two-hybrid, luciferase. inhibition of corepressor binding, % at 3.98 µM. actives 0.35% (n = 360,000). AID 602229;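 active = inhibition above the mean of all tested compounds plus 3 SD, cut at about 70% in these data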;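 also: 0% = DMSO with NR2E3 transfected cells and 100% = cells lacking NR2E3 construct; higher means lower luciferase signal from less NR2E3 corepressor binding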
# Target sequence (Q9Y5X4 whole entry, looked up, the tested form may be a part): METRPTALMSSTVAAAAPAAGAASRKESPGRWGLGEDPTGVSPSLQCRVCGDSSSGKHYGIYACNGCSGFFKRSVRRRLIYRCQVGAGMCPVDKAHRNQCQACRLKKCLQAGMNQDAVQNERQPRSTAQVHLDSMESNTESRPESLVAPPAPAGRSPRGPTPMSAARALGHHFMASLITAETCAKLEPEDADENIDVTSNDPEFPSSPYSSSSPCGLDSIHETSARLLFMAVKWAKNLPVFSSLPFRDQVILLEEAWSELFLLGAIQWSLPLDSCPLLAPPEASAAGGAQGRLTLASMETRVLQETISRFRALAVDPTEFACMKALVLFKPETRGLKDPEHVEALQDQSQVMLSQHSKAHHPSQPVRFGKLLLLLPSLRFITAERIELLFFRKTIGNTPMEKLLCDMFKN
# Shn3 inh set2 = reduces Shn3 3'UTR luciferase signal in osteoblasts; Clone20 osteoblast Shn3 3'UTR firefly luciferase, 24 h; inhibition, % at 12.5 µM; actives 0.52% (n = 360,000); AID 588674;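 active = mean inhibition of at least 75% with every replicate also reaching 75%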;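 also: 0% = median of neutral control wells and 100% = pilot-screen positive control compound; some compounds past the cut are filed as inactive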
# TRAIL sens C8 = sensitizes caspase-8 expressing cells to TRAIL; NB7+C8 cells + TRAIL, ATPlite viability luminescence; inhibition (viability loss, TRAIL sensitization), % at 10 µM; actives 1% (n = 360,000);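 active = compounds causing at least 50% loss of cell viability in the single-dose screen, relative to plate controls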
# Peg3 prom inh = reduces Peg3 promoter-driven luciferase expression in HeLa; HeLa PEG-Prom luciferase reporter, luminescence, overnight; inhibition, % at 20 µM; actives 1.7% (n = 360,000); AID 588405;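 active = inhibition of at least 50% at 20 µM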
# MITF TRPM1 inh = reduces MITF-dependent TRPM1 promoter luciferase signal; SK-MEL-5 TRPM1 promoter luciferase, 24 h; inhibition, % at 12.5 µM; actives 0.83% (n = 330,000); AID 488899;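 active = mean inhibition across replicates of 60% or more, whatever share of single replicates reaches that level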; also: values of inactives mirror those of a sister screen read the other way
# CF NFkB inh = cystic fibrosis NF-kB activation inhibition; KKLEB NF-kB-GFP reporter, PAF-induced, GFP fluorescence overnight; inhibition, % at 5 µM; actives 0.86% (n = 360,000); AID 588850;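 active = at least 50% inhibition at 5 µM, scaled per plate between neutral and stimulator controls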;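 also: PAF is a Pseudomonas aeruginosa culture filtrate used as stimulus; plate controls were PAF-stimulated DMSO wells for no effect and unstimulated DMSO wells for full effect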
# LMP1 NFkB inh = reduces LMP1-driven NF-kappaB luciferase signal | LMP1-induced NF-kappaB luciferase reporter cells, luminescence | actives 0.69% (n = 350,000) | inhibition, % at 12.5 µM; in the data active = inhibition above about 41%;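 also: 0% = neutral control wells and 100% = reference inhibitor control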
# KKLEB cytotox = counter-screen for CF NF-kB inhibitors: cytotoxicity; AID 602141; KKLEB CF airway cells viability, ATPlite luminescence, overnight; stronger effect = lower value; cells stimulated with P. aeruginosa culture filtrate; actives 0.36% (n = 360,000); activity change (cytotoxicity), % at 5 µM;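 active = corrected activity change at or below -50% at 5 µM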
# NR2E3 ag-2 = agonists of human nuclear receptor NR2E3; GST-NR2E3/biotin-RetCOR TR-FRET, 1536-well; AID 2300; Q9Y5X4; inhibition of corepressor binding, % at 4.78 µM; actives 0.12% (n = 320,000);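 active = percent inhibition above the cutoff of mean plus 3 SD of all tested compounds, set per screening campaign, cut at about 20% in these data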;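 also: 0% = DMSO wells and 100% = biotin wells as full block of FRET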
#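 Material: NR2E3–RetCOR corepressor complex / Amount: 1.35 nM GST-NR2E3 / Medium: Tris pH 7.5 / Compound: single nominal compound dose of 4.8 µM / Incubation: 5 h at 4 °C / Technique: TR-FRET, Eu(K)-anti-GST donor, streptavidin-D2 acceptor, ex 340, em 617/671 nm / Read-out basis: percent loss of FRET ratio relative to control wells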
# hiPSC survival = increases survival of single human iPS cells | AID 602274 | actives 0.044% (n = 360,000) | survival enhancement, % at 20 µM | hiPSC single-cell survival, ATPlite luminescence; 100% = ROCK inhibitor wells, 0% = DMSO; in the data active = survival enhancement above about 18%;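 also: cells exposed to compounds for 16 hours before the ATP read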
# Active calls of the source: *; . = not tested or not shown. This is a subset; count on the stated rates, not on these rows.
SMILES,HIF-2a block,NR2E3 ag-1,Shn3 inh set2,TRAIL sens C8,Peg3 prom inh,MITF TRPM1 inh,CF NFkB inh,LMP1 NFkB inh,KKLEB cytotox,NR2E3 ag-2,hiPSC survival
O=C(OCCN1C(=O)c2ccccc2C1=O)[C@@H]1CC(O)CN1S(=O)(=O)c1ccccc1[N+](=O)[O-] (stereo partly specified),12.9,-36.5,-5.6,-10.9,5.9,-9.7,-3.3,2.8,-2.9,.,-1.2
CCOC(=O)N1CCN(S(=O)(=O)c2ccc3c(c2)SCC(=O)N3)CC1,1.4,2.1,3.2,-11.2,6.2,14.4,-0.8,9.1,7.1,2.2,1.1
COc1ccc(-c2n[nH]c3c2CN(C(=O)c2ccccc2)CC3)cc1,-12.1,-28.0,13.5,3.6,14.2,-3.3,-0.7,-5.8,6.0,1.8,0.1
Cc1ccc(Nc2nnc(SCC(=O)Nc3ncc(S(=O)(=O)c4ccc([N+](=O)[O-])cc4)s3)s2)cc1,-5.5,-33.5,-10.8,32.7,12.2,-11.5,20.8,-7.8,-36.1,-1.1,0.6
O=c1c(O)c(-c2ccccc2)oc2cc(O)ccc12,-179.3,-77.9,-45.5,4.8,-154.2,.,37.9,.,8.7,.,-2.0
CCOC(=O)c1cnc2c(c(C)nn2C)c1Oc1ccc(Cl)cc1,21.6,-47.9,5.2,-1.2,4.2,1.8,15.3,1.8,-4.6,4.6,4.5
COC(=O)c1ccc(Cn2nc(-c3ccc(C)c(C)c3)ccc2=O)cc1,-83.2,-63.8,-9.9,9.6,-54.9,-9.0,12.7,-10.5,-4.8,1.8,0.6
CCOC(=O)Cc1csc(SCC(=O)NC2CCCC(C)C2C)n1 (stereo unspecified),12.9,-24.9,0.2,15.3,21.1,-1.9,-3.8,0.0,-1.5,-0.3,2.1
O=C(Nc1ccc(Oc2cccnc2)cc1)C1CCN(Cc2ccccc2)CC1,18.6,10.7,13.6,3.4,-11.2,-14.6,14.1,2.7,-21.7,5.7,-0.4
CCCC1(C(=O)OCC)NC(c2ccc(O)cc2)C2C(=O)N(c3ccc4c(c3)OCCO4)C(=O)C21 (stereo unspecified),-4.2,3.6,-10.6,7.7,2.8,-2.0,9.8,-8.8,-0.5,-0.2,-1.2
CC1(C(=O)O)CCCN1C(=O)c1cccc(OC(F)(F)F)c1 (stereo unspecified),3.4,-22.6,-6.9,-10.2,-7.1,.,20.7,.,-8.5,.,-3.2
O=C(COC(=O)CSc1ccc([N+](=O)[O-])cc1)NCCc1ccccc1,10.7,1.9,-6.0,-9.1,-26.6,-3.0,-6.8,-1.4,4.2,-2.0,-0.2
COc1ccc(CNC(=O)C(C)N2CCN(S(=O)(=O)c3ccccc3F)CC2)cc1 (stereo unspecified),-8.5,11.6,5.9,-26.2,7.3,-9.6,11.0,-10.3,8.0,4.5,1.3
Cc1ccc(OCCN2C(=O)c3ccccc3C2=O)c(C)c1,-84.1,-46.4,-34.7,-9.3,-58.9,-29.7,2.6,0.6,-15.1,0.5,2.8
Cc1cc(C)c(S(=O)(=O)c2c(C)cccc2C)c(OCC(C)C)n1,24.2,-36.9,-6.8,0.1,35.8,11.7,9.2,7.7,3.8,-2.1,10.9
Cc1cc(Br)ccc1NC(=S)NC1CCCC1,-61.3,-1.3,-10.2,-5.5,-27.3,5.0,20.9,7.7,2.2,-2.7,0.1
COc1ccccc1CN1CC(C(=O)NCCN(C)CCc2ccccc2)CCC1=O (stereo unspecified),13.2,8.8,-3.5,2.2,-0.3,-6.6,8.4,1.0,-2.4,-0.3,0.0
CC1(C)c2[nH]c3ccccc3c2C[C@@H]2C(=O)N(Cc3ccccc3F)C(=O)N21,-5.0,-7.7,9.3,1.2,7.0,-8.8,24.0,-1.6,4.1,-1.8,-1.9
O=C(c1ccc(S(=O)(=O)Nc2ccccc2)cc1)N1CCCC1,3.6,-14.5,2.6,8.0,12.0,-6.2,21.9,-10.8,-8.8,2.2,-0.4
Cc1ccc(NC(=S)NC2CC3CCC(C2)N3Cc2ccco2)c(C)c1 (stereo unspecified),1.0,-17.9,5.4,12.9,10.3,-0.3,7.6,-12.4,6.5,0.6,-2.7
COc1ccc(C)cc1NC(=S)NN1CCN(C)CC1,10.0,10.1,6.0,-3.2,8.2,-0.8,1.5,25.0,-9.0,2.6,-1.1
Nc1nc(=S)ss1,-10.4,20.2,-1.3,5.2,25.9,-2.8,-9.2,-7.6,-13.9,.,4.3
Cc1n[nH]c(C)c1S(=O)(=O)N1CCOCC1,1.0,-19.7,-10.8,-3.3,6.0,11.4,-11.2,10.6,-4.7,0.9,-0.8
COc1ccc2ccc(OCC(=O)Nc3cc(C)on3)cc2c1,4.7,-13.4,-7.0,11.2,-4.2,0.4,29.1,1.2,-8.2,2.8,-1.7
CN(C)c1ccc(/C=N/NC(=O)C2COc3ccccc3O2)o1 (stereo unspecified),22.2,-28.8,-5.2,-13.7,17.7,0.2,14.2,9.8,5.3,-4.8,-1.2

# (cont.)
SMILES,HIF-2a block,NR2E3 ag-1,Shn3 inh set2,TRAIL sens C8,Peg3 prom inh,MITF TRPM1 inh,CF NFkB inh,LMP1 NFkB inh,KKLEB cytotox,NR2E3 ag-2,hiPSC survival
Cc1cccc(C(=O)NCC(=O)OCc2cc(=O)n3ccsc3n2)c1,5.2,-10.2,-13.8,6.0,-18.2,-2.0,16.8,0.3,-11.0,-1.8,-0.2
N#CCCN(C(=O)COC(=O)c1ccc(CNS(=O)(=O)c2ccc(F)c(Cl)c2)cc1)c1ccc(F)cc1,17.3,-9.0,-4.5,6.9,14.5,-10.2,-8.2,12.2,-1.8,-5.7,2.2
Cc1cccc(-n2nc3c(c2NC(=O)c2ccco2)CS(=O)C3)c1C (stereo unspecified),17.2,11.3,-12.0,-20.5,6.6,-5.7,2.3,-7.4,-2.9,3.6,-0.8
O=C(N/N=C/c1c(Cl)nc2ccccn2c1=O)c1cccnc1,-4.0,-51.0,.,-9.7,-22.9,6.6,13.6,4.4,0.8,-1.9,-1.0
C/C(NCc1ccccc1)=C(\C#N)C(=O)NCc1ccccc1,-11.7,-9.8,6.5,-8.5,-7.2,-10.6,-1.3,-4.2,5.1,-0.3,2.6
Cc1c(NC(=O)c2nn(CC(C)C)c(=O)c3ccccc23)c(=O)n(-c2ccccc2)n1C,7.7,20.4,-10.7,7.6,10.3,5.6,-3.3,-2.9,10.3,.,-0.1
O=C(Cc1ccc(Cl)cc1)NC1CC1,6.4,-21.6,13.1,-5.6,-11.0,-13.8,-1.0,-2.8,7.4,5.1,-0.4
O=C(COC(=O)/C=C/c1ccc(F)cc1)NC1CC1,-4.3,12.1,4.4,11.0,-9.5,6.8,-25.7,-5.4,4.4,.,0.1
O=S(=O)(NCc1ccccn1)c1ccccn1,9.4,-27.6,1.0,-9.1,-1.6,-9.6,-7.6,0.0,-12.5,3.7,2.6
Cc1ccccc1N1CC(C(=O)Nc2nnc(SCC(=O)Nc3nccs3)s2)CC1=O (stereo unspecified),12.3,-24.0,-26.1,-11.2,7.1,13.8,-16.8,0.5,10.5,2.2,2.6
O=C(NCc1cccc(Br)c1)C1CC(c2ccccc2C(F)(F)F)=NO1 (stereo unspecified),7.6,-26.0,-8.2,19.2,24.6,14.6,23.6,6.6,-23.9,-0.1,-3.9
COc1ccc2nc(SCC(=O)Nc3ccc(S(=O)(=O)Nc4onc(C)c4C)cc3)[nH]c2c1,4.2,-1.8,-9.2,-0.9,2.6,12.2,17.3,-2.5,-8.8,-2.0,1.9
Nc1ccccc1-c1nnc(SCc2ccccc2F)[nH]c1=O,-183.4,-71.3,25.9,19.4,-118.5,-7.5,6.9,6.9,-17.8,1.2,-1.9
O=C(CN(Cc1ccccc1)C(=O)CNS(=O)(=O)c1ccc(F)cc1)NCc1ccco1,15.6,-24.9,-21.0,4.2,9.1,3.0,0.6,-0.3,-1.8,3.9,-0.3
O=C1CCC(=O)N1c1ccccc1-c1ccccc1,10.0,-11.4,0.3,0.8,2.5,5.4,-14.0,4.0,7.0,4.0,-0.7
NC1=NC(c2ccc(Cl)cc2)C(C(=O)c2ccccc2)N1 (stereo unspecified),32.8,10.2,-16.2,8.3,32.1,-5.9,7.6,12.1,4.8,-0.9,0.2
Cc1ccc(Nc2nc(N)nc(CN3CCN(Cc4ccc5c(c4)OCO5)CC3)n2)cc1,8.6,24.6,2.1,14.0,13.4,23.9,5.8,0.8,-2.3,2.6,-3.6
Nc1cc(-c2ccc(Br)cc2)nn1Cc1ccccc1,-212.8,-71.1,-34.6,33.9,-157.6,-7.2,4.3,-42.6,9.9,.,-1.2
CC(C)C1N(S(=O)(=O)c2ccccc2)CCN1S(=O)(=O)c1ccccc1,16.0,-6.4,2.6,3.7,22.4,-3.9,-8.6,-2.7,6.0,0.2,0.3
COc1ccc(-n2cc(C(=O)Nc3cc([N+](=O)[O-])ccc3OC)c3ccccc3c2=O)cc1,21.6,0.6,17.4,11.9,17.6,11.2,-14.9,-3.5,-9.2,-3.9,0.4
CC[C@]12c3[nH]c4cc(CCC(=O)N(C)C)ccc4c3CCN1C(=O)[C@@H](CC(=O)NCCN1CCOCC1)C[C@@H]2C(=O)N1CCN(C(=O)c2ccco2)CC1,6.8,-14.1,-7.1,-5.0,-3.6,-5.4,-16.1,-1.0,9.8,.,0.8
Cc1ccc(CCC(=O)Nc2ccccc2C(=O)O)o1,-74.9,-87.5,-39.1,4.2,-57.8,-28.5,-3.6,-21.8,-21.9,-0.6,0.7
O=C(NCC(c1ccco1)N1CCCC1)c1cc(=O)[nH]c2ccccc12 (stereo unspecified),14.9,-7.3,2.5,-20.7,-9.1,12.1,-0.5,-3.6,22.8,.,-0.4
O=C(c1cccc(S(=O)(=O)N2CCOCC2)c1)N1CCCc2ccccc21,6.1,22.5,0.9,-11.3,-0.3,-9.3,-5.5,-0.2,-9.7,2.2,0.8

# Reprinted at random: four records from the list, in no set order.
SMILES,HIF-2a block,NR2E3 ag-1,Shn3 inh set2,TRAIL sens C8,Peg3 prom inh,MITF TRPM1 inh,CF NFkB inh,LMP1 NFkB inh,KKLEB cytotox,NR2E3 ag-2,hiPSC survival
C/C(NCc1ccccc1)=C(\C#N)C(=O)NCc1ccccc1,-11.7,-9.8,6.5,-8.5,-7.2,-10.6,-1.3,-4.2,5.1,-0.3,2.6
Cc1c(NC(=O)c2nn(CC(C)C)c(=O)c3ccccc23)c(=O)n(-c2ccccc2)n1C,7.7,20.4,-10.7,7.6,10.3,5.6,-3.3,-2.9,10.3,.,-0.1
NC1=NC(c2ccc(Cl)cc2)C(C(=O)c2ccccc2)N1 (stereo unspecified),32.8,10.2,-16.2,8.3,32.1,-5.9,7.6,12.1,4.8,-0.9,0.2
O=S(=O)(NCc1ccccn1)c1ccccn1,9.4,-27.6,1.0,-9.1,-1.6,-9.6,-7.6,0.0,-12.5,3.7,2.6
